Compound activity (PubChem BioAssay)
GLP1R inv ag: acts as inverse agonist at human GLP-1 receptor; Potency, µM (highest dose often 38.3 µM), inactives show at the highest dose activity change, negative = inhibition, usual class: inhibitors; HEK293 GLP-1R CRE-luciferase, luminescence, 24 h; GLP-1R form is constitutively active; P43220; 410,000 tested, 1.6% active; AID 624417; further: potency means the concentration at half of the fitted maximal effect; on the % scale 0 is the no-effect control and ±100 the full control effect; nearly all actives have a fitted effect of over 55% in size
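Seeding at 200 cells/uL, 12 h culture, 24 hr compound treatment, then luciferase reagent and a luminescence read; cells are HEK293 stably expressing a constitutively active GLP-1R plus cAMP-responsive luciferase.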
WRN inhibitor: inhibitors of human WRN helicase. Q14191. WRN helicase unwinding, fluorescent forked duplex, kinetic. Potency, µM (titrated, usually from 114 µM), for the others: at the highest dose activity change, negative = inhibition, hits mostly inhibitors. 360,000 tested, 0.46% active; further: potency means the concentration at half of the fitted maximal effect; on the % scale 0 is the no-effect control and ±100 the full control effect; nearly all actives have a fitted effect of over 55% in size
Target sequence (Q14191 whole entry, looked up): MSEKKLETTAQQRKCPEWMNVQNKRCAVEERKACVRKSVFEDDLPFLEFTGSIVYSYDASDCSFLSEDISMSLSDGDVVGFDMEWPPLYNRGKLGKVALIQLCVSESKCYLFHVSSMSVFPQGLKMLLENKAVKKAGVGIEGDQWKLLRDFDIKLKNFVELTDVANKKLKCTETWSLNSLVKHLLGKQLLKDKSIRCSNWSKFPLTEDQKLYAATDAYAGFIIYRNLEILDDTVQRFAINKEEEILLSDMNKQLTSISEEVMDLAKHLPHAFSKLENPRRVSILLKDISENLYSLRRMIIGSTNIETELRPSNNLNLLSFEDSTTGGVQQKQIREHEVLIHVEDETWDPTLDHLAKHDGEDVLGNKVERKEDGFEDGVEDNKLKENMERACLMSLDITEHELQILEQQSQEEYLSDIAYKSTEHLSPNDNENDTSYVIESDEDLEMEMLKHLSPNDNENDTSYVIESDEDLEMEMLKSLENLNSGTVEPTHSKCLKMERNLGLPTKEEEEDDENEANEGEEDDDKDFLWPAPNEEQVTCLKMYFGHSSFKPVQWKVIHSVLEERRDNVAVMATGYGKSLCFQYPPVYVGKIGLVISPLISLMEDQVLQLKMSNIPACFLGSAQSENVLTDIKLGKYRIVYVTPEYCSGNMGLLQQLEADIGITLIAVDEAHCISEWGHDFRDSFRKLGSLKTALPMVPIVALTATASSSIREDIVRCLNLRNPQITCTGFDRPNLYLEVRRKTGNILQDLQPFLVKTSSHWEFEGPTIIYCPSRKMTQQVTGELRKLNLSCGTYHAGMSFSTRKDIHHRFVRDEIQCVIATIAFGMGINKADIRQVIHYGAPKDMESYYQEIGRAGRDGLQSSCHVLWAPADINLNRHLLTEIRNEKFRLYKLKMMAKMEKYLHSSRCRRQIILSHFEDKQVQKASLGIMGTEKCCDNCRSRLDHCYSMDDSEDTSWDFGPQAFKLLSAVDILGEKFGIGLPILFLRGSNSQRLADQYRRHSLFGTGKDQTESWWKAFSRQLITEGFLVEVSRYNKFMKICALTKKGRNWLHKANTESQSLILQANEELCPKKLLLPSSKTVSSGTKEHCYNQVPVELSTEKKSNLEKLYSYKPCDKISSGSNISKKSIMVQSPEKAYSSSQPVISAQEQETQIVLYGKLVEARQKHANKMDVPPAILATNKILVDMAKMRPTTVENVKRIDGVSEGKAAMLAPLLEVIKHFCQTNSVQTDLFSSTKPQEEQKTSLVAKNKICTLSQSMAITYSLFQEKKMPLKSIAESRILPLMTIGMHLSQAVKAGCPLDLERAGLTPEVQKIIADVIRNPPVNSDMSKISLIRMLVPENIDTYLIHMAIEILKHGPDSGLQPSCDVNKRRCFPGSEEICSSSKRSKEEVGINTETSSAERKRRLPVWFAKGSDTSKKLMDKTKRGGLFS
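WRN at 20 nM final preincubated with compound 15 min at room temperature; reaction started with 100 nM fluorophore/quencher forked duplex oligonucleotide and 2 mM ATP final. Unwinding followed kinetically by red fluorescence (ex 525, em 598 nm).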
IL2 activator: activators of IL-2; IL-2 activation reporter assay, cell-based qHTS; stimulated with anti-CD3/CD4/CD28 beads; in transgenic mouse T cells; activation, % (series mostly up to about 46 µM); 360,000 tested, 0.065% active; in the data active means activation above about 50%; inconclusive means mostly about 30% to 49%; further: 0% is about no effect
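Screening format: compound pinned onto unstimulated transgenic mouse T cells, 60 min incubation, then anti-CD3/anti-CD4/anti-CD28 bead stimulation for 18 hours at 37 degrees C, followed by EGFP and DsRed detection.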
GLP1R cytotox: cytotoxicity in counter-screen for GLP-1R inverse agonists. HEK293 cAMP-luciferase reporter cells, luminescence, 24 h. Potency, µM (top dose mostly 38.3 µM), for inactives: at the top dose activity change, negative = inhibition, most hits filed as inhibitors. 410,000 tested, 0.13% active;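 further: loss of luciferase light is scored as toxicity; potency means the concentration at half of the fitted maximal effect; on the % scale 0 is the no-effect control and ±100 the full control effect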
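Seeding density was 200 cells/uL; after overnight-length (12 h) culture, 23 nL compounds went on for 24 h at 37 °C. Readout used a luciferase detection reagent, luminescence taken after 12 min at room temperature.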
D3 antag: blocks the human D3 dopamine receptor | max response, negative = inhibition, % | AID 652054 | 360,000 tested, 2.5% active | D3R cells, DiscoveRx beta-arrestin luminescence, antagonist mode; active compounds read low; in the data active means max response below about -50%; inconclusive means no clear call, values can overlap the other calls; further: on the % scale 0 is the no-effect control and ±100 the full control effect; mostly tested at two doses, the higher about 12 µM
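Cells plated overnight at 1500 cells/well, then exposed to library compounds with dopamine controls for 90 minutes at 37 degrees C. DiscoveRx reagent added for 30–60 minutes at room temperature; luminescence read, quantitative HTS format.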
PI5P4Ka inh: blocks human PI5P4K alpha kinase activity. P48426. 330,000 tested, 1.2% active. PI5P4Kalpha enzyme, ADP-Glo luminescence, 60 min; active compounds read low. AID 652105. max response, %; active means max response of -50% or lower; inconclusive means between -30% and -50%; inactive means -30% or higher; further: value at the top dose of about 77 µM; on the % scale 0 is the no-effect control and ±100 the full control effect
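Reactions run in 0.038 M HEPES pH 7.4, 0.28 mM EGTA, 0.1% CHAPS and 5% DMSO, with PI5P4Kalpha, substrate, compound and 5 microM ATP final, one hour at room temperature. Readout is ADP-Glo luminescence.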
GLP1R ag: GLP-1 receptor (human) agonism; Potency, µM (titrated, usually from 45.6 µM), inactives show top-dose activation, actives largely listed as activators; HEK293 GLP-1R CRE-luciferase, luminescence, 4-6 h; cells express a hypersensitive GLP-1R form; P43220; 380,000 tested, 0.007% active; further: potency means the concentration at half of the fitted maximal effect; % of control where 0% means no effect
PLK1 PBD block: blocks phosphopeptide binding to human PLK1 polo-box domain. P53350. Plk1 PBD binding of FITC phosphopeptide, fluorescence polarization. Potency, µM, for the others: max response, negative = inhibition, usual class: inhibitors. 360,000 tested, 2.8% active; further: potency means the concentration at half of the fitted maximal effect; series mostly up to about 57 µM; on the % scale 0 is the no-effect control and ±100 the full control effect; nearly all actives have a fitted effect of over 65% in size
D3 ag: activates the human D3 dopamine receptor; P35462; D3R DiscoveRx beta-arrestin cells, luminescence, 90 min; max activation, %; 410,000 tested, 0.58% active; AID 652048; in the data active means max activation above about 30%; further: 0% is about no effect; mostly tested at two doses, the higher about 12 µM
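Cells at 1500/well, incubated overnight, then treated with pinned compounds (dopamine as control) for 90 min at 37 degrees C. DiscoveRx reagent added for 30 - 60 minutes at room temperature; luminescence read.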
The depositor's hits bear a star; ? = inconclusive; nt = no result given; & = joins results of further samples; [ ] = remark or other dose. Unless noted, the call rests on the fitted dose curve; in most records, active means well fitted curve in the direction sought with a large enough effect; inconclusive means small, poorly fitted or top-dose-only effect, or another doubt; inactive means no such curve, though single readings can be large; an effect the other way counts as inactive or inconclusive.

#1 Cc1ccc([N+](=O)[O-])c(C(=O)N/N=C/c2cccnc2)c1
#2 CCc1ccc(N2CC(C)Cn3c2nc2c3c(=O)[nH]c(=O)n2C)cc1 (stereo not drawn)
#3 CCOc1ccc(CN(C)C(=O)CN2C(=O)NC3(CCCc4ccccc43)C2=O)cc1 (stereo not drawn)
#4 NS(=O)(=O)c1ccc(NC(=O)COC(=O)CCc2nc3ccccc3c(=O)[nH]2)cc1
#5 CC(C)C(NC(=O)c1ccccc1)c1nnc(SCC(=O)NC2CCCC2)n1C (stereo not drawn)

Compound	1	2	3	4	5
GLP1R inv ag	6%	-29%	?	11%	7%
WRN inhibitor	-2%	1%	6%	12%	6%[57.1 µM]
IL2 activator	-0.2	-1.4	0.8	0.0	1.7
GLP1R cytotox	0%	-7%	3%	-1%	4%
D3 antag	2	16	0	1	2
PI5P4Ka inh	-4	0	2	-3	-10
GLP1R ag	7%	10%	6%	2%	5%
PLK1 PBD block	2%	?	4%	-14%	-9%
D3 ag	-9	5	1	-1	-1

#6 O=C(Cn1ccc(C(F)(F)F)n1)N/N=C/c1cccs1
#7 Cn1nc(C(F)(F)F)c2cc(NC(=O)OCc3ccc(C(C)(C)C)cc3)sc21
#8 CC1=NOC(=O)/C1=C/c1ccc(O)cc1
#9 O=C(c1ccco1)N1CCN(c2cc(=O)n(-c3ccc(Cl)cc3)c(=O)[nH]2)CC1
#10 COc1ccc(Cn2cnc3c(N)c(C)c(C)cc32)cc1

Compound	6	7	8	9	10
GLP1R inv ag	0%	?	14%	-3%	-10%[7.66 µM]
WRN inhibitor	2%	-16%	?	-4%	6%
IL2 activator	-3.0	0.4	-4.4	-1.1	1.6
GLP1R cytotox	1%	6%	-3%	0%	-1%[7.66 µM]
D3 antag	?	-4	0	?	-7
PI5P4Ka inh	13	19	-5	-15	1
GLP1R ag	2%	1%	4%	-4%	19%
PLK1 PBD block	-1%	-12%	9.5µM*	-27%	?
D3 ag	5	4	7	3	-2

#11 O=C1CC(NN2CCCCC2)C(=O)N1c1ccccc1 (stereo not drawn)
#12 CCCCc1cc(=O)oc2cc(O)cc(O)c12
#13 CN(CC(=O)Nc1ccc(F)c(F)c1F)C(=O)Cc1ccc(S(=O)(=O)N2CCOCC2)s1
#14 CC(=O)Nc1cccc(OCC(=O)NC(C)C(C)C)c1 (stereo not drawn)
#15 O=C(COc1ccc(Br)cc1Cl)NC(=S)N1CCc2ccccc21

Compound	11	12	13	14	15
GLP1R inv ag	35%[activator]	?	7%	0%	?
WRN inhibitor	2%	0%	4%	4%	-3%
IL2 activator	-1.7	-0.1	0.4	-1.3	-1.5
GLP1R cytotox	-4%	218%[activator]	-5%	-5%	?
D3 antag	-4	5	6	4	21
PI5P4Ka inh	-7	-11	2	1	2
GLP1R ag	5%	12%	-1%	-6%	5%
PLK1 PBD block	-5%	-14%	4%	1%	-13%
D3 ag	0	-3	2	4	9

#16 O=C(COC(=O)c1cncc(Br)c1)NC1CCCCCC1
#17 COc1cc(C(=O)NCC(=O)N/N=C/c2cccs2)cc(OC)c1OC
#18 CCCC1CCC(c2ccc(C(N)=O)cc2)CC1 (stereo not drawn)
#19 CC(NC(=O)CCNC(=O)c1ccc(Br)cc1)c1ccc(-n2ccnc2)cc1 (stereo not drawn)
#20 COCCNC(=O)C1CCC(CNS(=O)(=O)c2ccccc2)CC1 (stereo not drawn)

Compound	16	17	18	19	20
GLP1R inv ag	21%	38%[activator]	8%	20%	11%
WRN inhibitor	7%	5%	-3%	-8%	8%
IL2 activator	-2.5	0.1	-0.1	-3.9	1.3
GLP1R cytotox	3%	9%	67%[activator]	9%	-2%
D3 antag	4	3	-22	12	-5
PI5P4Ka inh	1	-1	16	-1	5
GLP1R ag	19%	7%	2%	1%	3%
PLK1 PBD block	-6%	0%	-7%	-2%	-1%
D3 ag	18	5	4	3	-5

3 records picked at random from those above, as already listed:
#17 COc1cc(C(=O)NCC(=O)N/N=C/c2cccs2)cc(OC)c1OC
#19 CC(NC(=O)CCNC(=O)c1ccc(Br)cc1)c1ccc(-n2ccnc2)cc1 (stereo not drawn)
#18 CCCC1CCC(c2ccc(C(N)=O)cc2)CC1 (stereo not drawn)

Compound	17	19	18
GLP1R inv ag	38%[activator]	20%	8%
WRN inhibitor	5%	-8%	-3%
IL2 activator	0.1	-3.9	-0.1
GLP1R cytotox	9%	9%	67%[activator]
D3 antag	3	12	-22
PI5P4Ka inh	-1	-1	16
GLP1R ag	7%	1%	2%
PLK1 PBD block	0%	-2%	-7%
D3 ag	5	3	4

Next compounds follow.
#21 Cc1ccccc1Nc1ncccc1C(=O)N1CCOCC1
#22 COc1ccc(Cc2nc(-c3ccccn3)no2)cc1
#23 CCN1C(=O)[C@@H]2[C@H](C1=O)[C@@H]1C(=O)Nc3ccccc3C(=O)N1[C@@H]2c1ccc(Br)cc1
#24 CCCCN(C)C1=Nc2cccc3cccc1c23
#25 CC(=O)CC(=O)Nc1ccc2ccccc2c1

Compound	21	22	23	24	25
GLP1R inv ag	-10%	44%[activator]	6%	-16%	-27%
WRN inhibitor	0%	1%	13%	1%	0%
IL2 activator	-2.1	-0.3	-0.5	-0.9	-1.0
GLP1R cytotox	17%	1%	10%	90%[activator]	-11%
D3 antag	11	2	-10	-16	12
PI5P4Ka inh	-3	-6	-2	3	-3
GLP1R ag	-4%	5%	12%	-1%	1%
PLK1 PBD block	-2%	-2%	-1%	-7%	2%
D3 ag	-6	-1	4	1	1

#26 Nc1c(C(=O)Nc2cccc(F)c2)nnn1-c1cccc(C(F)(F)F)c1
#27 CCOc1ccccc1CNC(=O)CCNS(=O)(=O)c1ccc2[nH]c(=O)oc2c1
#28 Cc1ccc(-c2cc(C(=O)N3CCN(C4CCS(=O)(=O)C4)CC3)c3ccccc3n2)cc1 (stereo not drawn)
#29 Cc1ccc(S(=O)(=O)N2CCOCC2)cc1C(=O)N1CCC(Cc2ccccc2)CC1
#30 Cc1cc(C)cc(NC(=S)N2CCC(NC(=O)C3CCCCC3)CC2)c1

Compound	26	27	28	29	30
GLP1R inv ag	-13%&14%	1%	-10%	?	-1%
WRN inhibitor	5%	-11%	8%	7%	1%
IL2 activator	-2.5	-2.8	-0.1	1.5	-0.8
GLP1R cytotox	-10%&-10%	0%	-35%	-2%	19%
D3 antag	7	-2	11	-1	-12
PI5P4Ka inh	4	2	0	0	-4
GLP1R ag	10%	-5%	3%	9%	6%
PLK1 PBD block	5%	-14%	4%	-4%	-6%
D3 ag	9&14	4	10	4	-8

#31 O=C(O)c1cc(Cl)ccc1OS(=O)(=O)c1ccc(Cl)s1
#32 Cc1cccc(OCC(=O)Nc2ccc3nc(Nc4cccc(C(F)(F)F)c4)cc(C)c3c2)c1
#33 Cc1ccc(S(=O)(=O)N2CC(C)N(C(=O)N3CCOCC3)C2)cc1 (stereo not drawn)
#34 CCOC(=O)C1CCCN(C(=S)Nc2cccc(Cl)c2C)C1 (stereo not drawn)
#35 Cc1nn(C)c(C(=O)N/N=C/c2cccnc2)c1Br

Compound	31	32	33	34	35
GLP1R inv ag	1%	3%	-18%	?	16%
WRN inhibitor	?	nt	-3%	-6%	-1%
IL2 activator	0.5	nt	0.2	-3.1	-1.4
GLP1R cytotox	-8%	3%	0%	11%	-3%
D3 antag	10	nt	-16	-24	-1
PI5P4Ka inh	-4	nt	-8	-9	1
GLP1R ag	-9%	1%	7%	4%	-2%
PLK1 PBD block	-1%	nt	-4%	-20%	-3%
D3 ag	-7	2	-1	-2	-16

#36 O=C(Cc1nnc(NC(=O)Nc2ccc(F)cc2)s1)Nc1ccccc1
#37 Cc1cc(=O)n2nc(N3CCC(C(=O)NCc4ccc(Cl)cc4)CC3)sc2n1
#38 COc1ccc(C(=O)C2CCCCC2=O)cc1 (stereo not drawn)
#39 CCNC(=O)N1c2ccc(OCC)cc2C(C)=CC1(C)C
#40 CCN(C(=O)COC(=O)c1cnc(C)cn1)c1c(N)n(Cc2ccccc2)c(=O)[nH]c1=O

Compound	36	37	38	39	40
GLP1R inv ag	-6%	4%&0%	1%	19%	-3%
WRN inhibitor	3%	-7%	10%[57.1 µM]	5%[57.1 µM]	-1%
IL2 activator	1.3	0.7	-2.0	-3.2	1.2
GLP1R cytotox	0%	2%&6%	-2%	-12%	-6%
D3 antag	-3	-12	10	-29	-11
PI5P4Ka inh	-2	-5	1	-5	3
GLP1R ag	-3%	-3%	1%	15%	-4%
PLK1 PBD block	3%	-9%	0%	1%	1%
D3 ag	1	1&11	-4	0	5

#41 O=C(O)c1cc(N/N=C/C=C/c2ccccc2[N+](=O)[O-])ccc1Cl
#42 COc1cc(/C=C/C(=O)N2CCCN(C(=O)/C=C/c3cc(OC)c(OC)c(OC)c3)CC2)cc(OC)c1OC
#43 Cc1cc(C)nc(-n2ncc3c2CC(c2ccccc2C)CC3=O)n1 (stereo not drawn)
#44 CN(C)CC(C)(C)CNS(=O)(=O)c1ccc(Cl)s1
#45 O=C(O)c1ccc(Nc2ncnc3ccccc23)cc1
#46 Cc1ccc(N(CC(=O)NC2CCCCC2)C(=O)CCCC(=O)Nc2ccccn2)cc1
#47 O=C(NCc1cc(C(F)(F)F)ccc1Cl)c1cccc2c1C(=O)c1ccc(N3CCCCC3)cc1S2(=O)=O
#48 O=C(Nc1cccc(NC(=O)c2ccccc2Cl)c1)c1cccs1

Compound	41	42	43	44	45	46	47	48
GLP1R inv ag	?	73%[activator]	-1%	-8%	16%	-5%	-19%	?
WRN inhibitor	-10%	-13%	5%	12%	-4%	0%[57.1 µM]	-2%	?
IL2 activator	-0.7	2.2	-0.2	-2.0	-1.6	0.3	4.1	-0.5
GLP1R cytotox	-27%	-4%	14%	-1%	2%	-5%	0%	1%
D3 antag	?	0	9	-23	-12	-5	46	-19
PI5P4Ka inh	-17	-7	0	-14	1	4	-1	-2
GLP1R ag	-2%	-2%	16%	-3%	-3%	9%	6%	0%
PLK1 PBD block	-15%	-9%	-8%	1%	-3%	3%	?	-9%
D3 ag	4	0	1	5	3	-2	13	-19
